# Prostate diff = activators of LNCaP prostate cell differentiation, primary screen, flow cytometry side scatter. 4 d. side scatter shift, % at 10 µM. hit rate 0.56% among 24,000. AID 795, 2007;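 active = side scatter shift above 30%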;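 also: androgen-responsive LNCaP prostate cancer cells in charcoal-stripped serum medium; percent of cells past a gate set so DMSO wells show 10% shift; higher shift means more granular cells and more differentiation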
# Autofluor Jurkat = compound autofluorescence on Jurkat cells, primary screen, artefact control for VLA-4 allosteric ligand project, cell-based, flow cytometry; active compounds read high; 1 = vehicle-only cell background; fluorescence ratio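 (tested at 10 µM compound in the well)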; hit rate 0.61% among 24,000; AID 576, 2007;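 active = fluorescence ratio above 2.44, which is 1 plus 3 SD of all ratios; inconclusive = signal too bright to measure linearly, ratio around 10 or more; inactive = fluorescence ratio below 2.44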;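 also: green fluorescence of cells measured with 488 nm excitation and 530 nm emission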
# VLA-4 agonist = enhancers of LDV-FITC binding to VLA-4 integrin, primary screen, Jurkat cells, flow cytometry; activation, % at 10 µM (by protocol); 24,000 tested, under 10 active; AID 528, 2006;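 active = fluorescent ligand binding to cells raised by more than 40% of the manganese-induced maximum; inconclusive = compound's own fluorescence above 85% of the ligand control signal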;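 also: 0% = ligand binding without compound and 100% = manganese-stimulated maximal binding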
# Target sequence (P13612 whole entry, looked up): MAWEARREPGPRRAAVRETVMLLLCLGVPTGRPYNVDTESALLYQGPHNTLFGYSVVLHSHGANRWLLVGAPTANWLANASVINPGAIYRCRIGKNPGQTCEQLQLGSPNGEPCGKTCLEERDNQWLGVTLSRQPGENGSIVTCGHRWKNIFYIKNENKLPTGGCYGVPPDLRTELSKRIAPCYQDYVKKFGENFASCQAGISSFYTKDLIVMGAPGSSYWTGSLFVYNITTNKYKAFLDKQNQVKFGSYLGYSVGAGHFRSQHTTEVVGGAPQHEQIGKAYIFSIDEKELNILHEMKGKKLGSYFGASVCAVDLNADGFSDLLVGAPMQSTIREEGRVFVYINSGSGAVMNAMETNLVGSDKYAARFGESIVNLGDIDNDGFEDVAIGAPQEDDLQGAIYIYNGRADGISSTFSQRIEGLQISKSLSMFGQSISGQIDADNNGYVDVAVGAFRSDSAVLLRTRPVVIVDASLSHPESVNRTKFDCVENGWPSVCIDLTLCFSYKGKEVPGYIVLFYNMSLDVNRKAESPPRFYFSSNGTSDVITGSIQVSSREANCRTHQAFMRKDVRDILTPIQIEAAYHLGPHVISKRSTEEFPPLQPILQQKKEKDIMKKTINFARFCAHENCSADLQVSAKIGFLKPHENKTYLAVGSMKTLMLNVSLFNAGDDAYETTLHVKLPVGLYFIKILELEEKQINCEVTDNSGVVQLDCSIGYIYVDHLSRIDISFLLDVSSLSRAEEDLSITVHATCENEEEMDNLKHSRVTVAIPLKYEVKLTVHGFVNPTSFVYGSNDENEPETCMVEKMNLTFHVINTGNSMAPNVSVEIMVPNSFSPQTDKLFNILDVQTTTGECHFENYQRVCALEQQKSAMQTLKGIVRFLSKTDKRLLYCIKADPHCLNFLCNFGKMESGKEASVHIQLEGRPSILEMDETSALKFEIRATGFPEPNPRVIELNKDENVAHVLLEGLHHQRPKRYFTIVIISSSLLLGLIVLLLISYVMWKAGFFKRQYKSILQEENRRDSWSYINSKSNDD
# VLA-4 antagonist = inhibitors of LDV-FITC binding to Mn2+-activated VLA-4, primary screen, Jurkat cells. Integrin alpha-4 (Homo sapiens), P13612. LDV-FITC binding with Mn2+, flow cytometry; 100% = Mn2+-driven binding gain fully reversed. inhibition, % at 10 µM (by protocol). hit rate 0.2% among 24,000. AID 529, 2006;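 active = inhibition above 50%; inconclusive = compound itself fluorescent, judged against control cell fluorescence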;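 also: 0% = Mn2+ stimulated cells lacking compound and 100% = ligand binding without Mn2+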
# * hit, by the source's call; ? = inconclusive.
SMILES,Prostate diff,Autofluor Jurkat,VLA-4 agonist,VLA-4 antagonist
Cc1nn(Cc2ccccc2Cl)c(C)c1NC(=O)c1cc(-c2ccc(F)cc2)on1,16,1.1,-1,-8
CCOC(=O)C1=C(C)NC(C)=C(C(=O)OCC)C1C(=O)OC1CCOC1=O (configuration not stated),7,1.5,?,?
Cc1cc2cc(CCNC(=O)CC(C)C)c(=O)[nH]c2cc1C,11,1.1,-3,2
CCn1c(C(C)NC(=O)c2ccc(OC)c(OC)c2)nc2ccccc21 (configuration not stated),0,1.1,0,-11
CCSc1nc2c(c(=O)[nH]1)C(c1cccnc1)C(C(=O)OC(C)C)=C(C)N2 (configuration not stated),7,0.99,0,-16
Cc1oc(-c2cccc(Cl)c2)[n+]([O-])c1C,8,0.97,8,4
Cc1ccc(CCNC(=O)C2CCC(=O)N2C(C)C)cc1 (configuration not stated),15,1.1,-17,-29
COC(=O)CCn1nnc(-c2cccs2)n1,7,1.1,0,-12
COc1ccc(NS(=O)(=O)c2ccc(N)cc2)nn1,4,0.99,5,-11
CCOc1cc(C(=O)Nc2ccon2)cc(OCC)c1OCC,10,1.1,-2,-4
O=C(CCN1C(=O)C2C3C=CC(C3)C2C1=O)Nc1ccc(F)cc1 (configuration not stated),1,0.94,3,-4
COCc1cc(C)nc(SCC(=O)Nc2cccc(C)c2)c1C#N,7,1.1,?,?
Cc1noc(/C=C/N(C)C)c1S(=O)(=O)N1CCCC(C(=O)NCc2ccccc2Cl)C1 (configuration not stated),16,1.1,-3,34
O=C(O)CCCC(=O)N1CCc2cc(S(=O)(=O)N3CCc4ccccc43)ccc21,8,1.2,?,?
Cc1cc(N2CCCc3ccccc32)n2ncnc2n1,1,1,0,-6
Cc1cccc(CSc2nnc(Cn3c(=O)sc4ccccc43)n2C)c1,9,1,0,2
Cc1nc2c(C(=O)O)cnn2c(C)c1Cc1ccccc1F,5,1.3,-1,-4
CCOC(=O)N1CCN(C(=O)C2CC(=O)N(Cc3ccc(OC)cc3)C2)CC1 (configuration not stated),10,0.95,0,-8
O=S(=O)(Nc1ccc2c(c1)OCCO2)c1cccc2cccnc12,5,1,4,-5
CCn1cc(C(=O)N2CCOCC2)c(=O)c2cc(S(=O)(=O)N(C)C3CCCCC3)ccc21,6,1,-1,-6
COc1ccc(CN2C(=O)c3cccnc3C2Nc2cc(Cl)ccc2OC)cc1 (configuration not stated),8,1.1,3,-8
CC(=O)N1CCc2cc(S(=O)(=O)CCC(=O)Nc3ccc4c(c3)OCCO4)ccc21,11,1.1,-23,-11
CCN(CCCNC(=O)C1CCN(S(=O)(=O)N2CCC3(CC2)OCCO3)CC1)c1ccccc1,9,0.99,-7,24
CCn1cc(C(=O)N2CCc3ccccc32)c(=O)c2cc(S(=O)(=O)N3CCOCC3)ccc21,6,1.1,1,-6
O=C(c1ccccc1)n1nc(-c2ccccc2)nc1NCc1ccco1,4,1,-6,2
Cc1ccccc1-c1ccc(C=Nc2c(C)n(C)n(-c3ccccc3)c2=O)o1,2,1.6,?,?
O=C(OCc1cc2ccccc2[nH]c1=O)c1ccco1,3,0.9,8,-19
CC(C)Cc1cc(C(=O)NCc2ccco2)no1,18,1,3,16
COCCNC(=O)CN(C)S(=O)(=O)c1ccc2c(c1)OCCO2,6,0.95,3,-32
O=C(CSc1ncnc2sc3c(c12)CCCCC3)NCc1ccco1,10,1.1,4,-10
O=C(CSc1ncnc2c1cnn2-c1ccccc1)Nc1ccccc1,10,1,4,-5
COC(=O)c1ccc(NC(=O)CN2CCCC2)cc1,17,1,-2,3
Cc1ccc(C2CCN(C(=O)Nc3ccccc3)C2)cc1 (configuration not stated),4,1,2,8
O=C(CN1C(=O)CSc2ccccc21)NCCC1=CCCCC1,10,0.97,1,-5
O/N=C1\CC/C(=N\O)c2nn(-c3ccccc3Cl)nc21,4,1.1,-3,27
c1ccc(-c2cc3c(nn2)CCc2nonc2-3)cc1,20,1.1,-4,-14
O=C(CCSc1ccccc1)N1CCOCC1,15,1,0,-30
COc1ccc(CN(CC(=O)NCC2CCCO2)C(=O)CNS(=O)(=O)c2ccc(C)cc2)cc1 (configuration not stated),3,1,-1,-16
CN1CCN(C2=Nc3ccccc3Oc3ccc(Cl)cc32)CC1,4,1.1,-2,0
N#CCc1ccc(NC(=O)Nc2cccc(Cl)c2)cc1,9,1.1,-5,2
CC(=O)Nc1ccc(Cl)c(C(N)=O)c1,21,0.95,6,-34
Cc1noc(C)c1S(=O)(=O)N(CC(=O)N1CCc2ccccc21)c1ccc(C(C)C)cc1,5,1,0,3
CCc1ccc(C(=O)NC2CCCCC2)s1,16,0.96,-1,10
Cc1ccccc1S(=O)(=O)Cc1ccc(C(=O)N2CC(C)CC(C)C2)o1 (configuration not stated),1,1.1,-3,-14
CCOC(=O)c1ccc(CNC(=O)c2cc3cccc(OC)c3oc2=O)o1,11,1.1,-5,2

# Compound profiles (already shown). Screens in order: Prostate diff	Autofluor Jurkat	VLA-4 agonist	VLA-4 antagonist
# CCc1ccc(C(=O)NC2CCCCC2)s1 is listed with 16	0.96	-1	10
# O=C(CSc1ncnc2c1cnn2-c1ccccc1)Nc1ccccc1 is listed with 10	1	4	-5

# Remaining list, next part
SMILES,Prostate diff,Autofluor Jurkat,VLA-4 agonist,VLA-4 antagonist
CS(=O)(=O)N1CCCC(C(=O)NCc2ccco2)C1 (configuration not stated),3,1.1,1,4
CC12CCC(C(=O)N3CCN(C(=O)C45CCC(C)(C(=O)O4)C5(C)C)CC3)(OC1=O)C2(C)C,4,1,2,4
COC(=O)c1onc(C(=O)c2ccccc2)c1C(=O)OC,12,1,2,-13
Cn1c(=N)c(S(=O)(=O)c2ccccc2)cc2c(=O)n3ccccc3nc21,10,1,6,-10
CCCOc1cccc(C(=O)O)c1,15,0.94,6,9
O=C(CN1C(=O)COc2ccccc21)NCCC1=CCCCC1,22,1,1,12
c1ccc(-c2nc(N3CCN(c4ccccc4)CC3)nc(-n3ccnc3)n2)cc1,0,1.1,5,-5
COC(=O)c1cnn2c(C(F)(F)F)cc(-c3ccco3)nc12,11,1.4,-2,-19
O=c1[nH]c(=O)n([C@H]2C[C@H](O)[C@@H](CO)O2)cc1F,4,1,-2,-2
CCOc1ccccc1-n1c(SCC(N)=O)nnc1-c1cccnc1,0,1.1,-7,2
Cc1nc2ccc(S(=O)(=O)NCC(=O)NCCN3CCCCC3C)cc2s1 (configuration not stated),7,1.1,1,12
O=C(C1CC(c2ccc(F)cc2)=NO1)N1CCc2ccccc2C1 (configuration not stated),12,1.1,-5,6
CC(C)n1ncc(C(N)=O)c1N,10,0.99,-1,18
CC1CCN(c2nc(-c3ccco3)c3c(c2C#N)CC(C)(C)OC3)CC1,2,1.9,?,?
O=C(O)c1ccccc1NCc1ccncc1,2,1.1,?,?
Cn1cccc1C1(C(F)(F)F)NCCNC1=O (configuration not stated),9,1.1,1,-5
CCOc1ccc(C(=O)Nc2cc(C)on2)cc1OCC,14,1,-8,-32
N#Cc1c(C(F)(F)F)cc(C2CC2)[nH]c1=O,10,0.94,8,0
CC(C)(C)n1ncc2c(=O)n(CC(=O)c3ccccc3)cnc21,13,1,0,-5
COc1cccc2c1OC1(C)CC2/C(=C(\C)O)C(=O)N1 (configuration not stated),6,1,-5,10
O=C1Nc2ccccc2OC1CC(=O)N1CCN(c2cccc(C(F)(F)F)c2)CC1 (configuration not stated),3,1.1,0,-7
C[N+]1(CCN2C(=O)C3CC=C(Cl)CC3C2=O)CCOCC1 (configuration not stated),11,1.1,-4,?
CCS(=O)(=O)NCc1csc(C)n1,5,1,2,10
COCCNC(=O)c1ccc2c(c1)nc(C)n2-c1cc(OC)c(OC)c(OC)c1,5,1.1,7,-31
COc1cccc(NC(=O)CN2C(=O)C3(OCCCO3)c3ccccc32)c1,9,1.1,-3,14
O=C(NC1CCCc2ccccc21)C1CCN(c2c(N3CCCC3)c(=O)c2=O)CC1 (configuration not stated),5,1.2,-13,-11
CCC(C)NC(=O)CC1Oc2ccc(C)cc2NC1=O (configuration not stated),6,1,2,-12
CCOc1ccccc1CNS(=O)(=O)c1ccc2[nH]c(=O)sc2c1,15,0.9,13,-28
C=CCn1c(C(C)NC(=O)C(C)(C)C)nc2ccccc21 (configuration not stated),4,1,2,-5
COc1ccc(C2N(c3ccc(Cl)cc3)C(=O)C3CCCN32)cc1 (configuration not stated),14,1,-5,-4
O=C(C1CC1)N1CCN=C1SCc1ccccc1,11,0.93,3,-7
CCOC(=O)N1CCC(NC(=O)Cn2ncc3ccccc32)CC1,19,1.1,-14,-3
CC1CCc2c(sc(NC(=O)c3noc4c3CCCC4)c2C(N)=O)C1 (configuration not stated),3,1.1,-1,-5
Cc1ccc2c(c1)nnn2C1CCN(C(=O)NC23CC4CC(CC(C4)C2)C3)CC1,6,1,1,-3
COC(=O)CSc1nnc(CNC(=O)Cc2ccccc2)n1C,8,1.1,-2,9
O=C(NC1CCS(=O)(=O)C1)OC1CCCCC1 (configuration not stated),11,1.1,1,-12
Cc1ccc(/C(O)=C2\C(=O)C(=O)N(CCCN(C)C)C2c2ccccn2)cc1 (configuration not stated),14,1,2,-24
CCCn1cc(C(CC(=O)O)C(=O)O)c2ccccc21 (configuration not stated),6,1.1,8,-10
COc1ccc(S(=O)(=O)N2CCN(c3cccc(C)c3C)CC2)cc1,10,0.93,13,-10

# Compounds from the list above with a halogen (18):
SMILES,Prostate diff,Autofluor Jurkat,VLA-4 agonist,VLA-4 antagonist
Cc1nn(Cc2ccccc2Cl)c(C)c1NC(=O)c1cc(-c2ccc(F)cc2)on1,16,1.1,-1,-8
Cc1oc(-c2cccc(Cl)c2)[n+]([O-])c1C,8,0.97,8,4
O=C(CCN1C(=O)C2C3C=CC(C3)C2C1=O)Nc1ccc(F)cc1 (configuration not stated),1,0.94,3,-4
Cc1noc(/C=C/N(C)C)c1S(=O)(=O)N1CCCC(C(=O)NCc2ccccc2Cl)C1 (configuration not stated),16,1.1,-3,34
Cc1nc2c(C(=O)O)cnn2c(C)c1Cc1ccccc1F,5,1.3,-1,-4
COc1ccc(CN2C(=O)c3cccnc3C2Nc2cc(Cl)ccc2OC)cc1 (configuration not stated),8,1.1,3,-8
O/N=C1\CC/C(=N\O)c2nn(-c3ccccc3Cl)nc21,4,1.1,-3,27
CN1CCN(C2=Nc3ccccc3Oc3ccc(Cl)cc32)CC1,4,1.1,-2,0
N#CCc1ccc(NC(=O)Nc2cccc(Cl)c2)cc1,9,1.1,-5,2
CC(=O)Nc1ccc(Cl)c(C(N)=O)c1,21,0.95,6,-34
COC(=O)c1cnn2c(C(F)(F)F)cc(-c3ccco3)nc12,11,1.4,-2,-19
O=c1[nH]c(=O)n([C@H]2C[C@H](O)[C@@H](CO)O2)cc1F,4,1,-2,-2
O=C(C1CC(c2ccc(F)cc2)=NO1)N1CCc2ccccc2C1 (configuration not stated),12,1.1,-5,6
Cn1cccc1C1(C(F)(F)F)NCCNC1=O (configuration not stated),9,1.1,1,-5
N#Cc1c(C(F)(F)F)cc(C2CC2)[nH]c1=O,10,0.94,8,0
O=C1Nc2ccccc2OC1CC(=O)N1CCN(c2cccc(C(F)(F)F)c2)CC1 (configuration not stated),3,1.1,0,-7
C[N+]1(CCN2C(=O)C3CC=C(Cl)CC3C2=O)CCOCC1 (configuration not stated),11,1.1,-4,?
COc1ccc(C2N(c3ccc(Cl)cc3)C(=O)C3CCCN32)cc1 (configuration not stated),14,1,-5,-4

# Assay outcomes (PubChem BioAssay)

# Some of the compounds tested, so the mix of outcomes need not match the whole.
